MITF act: increases MITF-driven TRPM1 promoter luciferase signal. SK-MEL-5 TRPM1-promoter luciferase, 24 h; % of positive control, neutral wells = 0. activation, % at 12.5 µM. 300,000 compounds, 0.75% hits. AID 588334;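 active means mean activation of at least 80% with every replicate also reaching 80%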;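 further: 0% = neutral control wells and 100% = parthenolide positive control wells; values of inactives mirror those of a sister screen read the other way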
CDK5 inh: blocks human CDK5/p35 kinase activity; Q00535+Q15078; Recombinant CDK5/p35, ADP-Glo luminescence, 60 min; inhibition, % at 10 µM; 330,000 compounds, 0.01% hits;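 active means highest replicate inhibition of at least 50% and at least 75% of replicates reaching 50%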;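 further: plate controls were DMSO neutral control for no effect and GW8510 at 10 µM for full effect; many of its hits are not listed in these tables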
Wnt bcat act: Wnt/beta-catenin pathway activation | 300,000 compounds, 1.2% hits | activation, % at 9.35 µM | Wnt/beta-catenin reporter cell assay, activator, plate reader | AID 743398; in the data active means activation above about 30%, passing the limit was not always enough;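 further: 0% = neutral control wells and 100% = positive control wells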
HTR5A inv ctr: HTR5A inverse agonism, opioid heterodimer counter-screen; 340,000 compounds, 0.083% hits; inhibition, % at 9.3 µM; AID 504634; HTR5A cell line, luminescence; in the data active means inhibition mostly above about 23%, no sharp cut-off; inactive means mostly below about 18%;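 further: 0% = cells with DMSO and 100% = no-cell wells with DMSO; some compounds called inactive have numbers as strong as hits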
Target sequence (P47898 whole entry, looked up): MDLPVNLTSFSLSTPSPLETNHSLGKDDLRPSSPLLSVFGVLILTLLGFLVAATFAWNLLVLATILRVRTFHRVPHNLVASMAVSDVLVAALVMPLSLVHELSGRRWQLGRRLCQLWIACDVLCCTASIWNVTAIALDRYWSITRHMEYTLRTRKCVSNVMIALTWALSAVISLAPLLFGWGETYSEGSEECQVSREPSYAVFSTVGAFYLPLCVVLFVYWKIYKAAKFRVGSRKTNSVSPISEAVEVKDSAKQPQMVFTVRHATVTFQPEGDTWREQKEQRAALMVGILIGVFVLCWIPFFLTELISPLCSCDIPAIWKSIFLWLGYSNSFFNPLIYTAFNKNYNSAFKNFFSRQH
V-ATPase pH: yeast V-ATPase proton transport regulation by pHLuorin; S. cerevisiae, pHLuorin cytosolic pH fluorescence; response, % at 10 µM; 350,000 compounds, 0.37% hits; AID 504577; in the data active means response mostly above about 7.3%, no sharp cut-off; inactive means mostly below about 5.4%; further: actives read high; inactives centre near 0; some compounds called inactive have numbers as strong as hits; reference of the scale not given here
PvdQ inh: blocks Pseudomonas aeruginosa PvdQ acylase activity; purified PvdQ acylase, fluorescence plate reader; inhibition, % at 10 µM; 340,000 compounds, 0.063% hits; in the data active means inhibition above about 30%, passing the limit was not always enough;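 further: 0% = vehicle neutral wells and 100% = reference inhibitor wells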
SR-BI HDL uptake: inhibitors of mouse SR-BI mediated HDL lipid uptake; Q61009; ldlA[mSR-BI] CHO cells, DiI-HDL uptake fluorescence, 3 h; inhibition, % at 12.5 µM; 320,000 compounds, 0.96% hits;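 active means mean replicate inhibition of at least 70% and a set share of replicates each scoring 70 or more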;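 further: 0% = median of neutral control wells and 100% = median of positive control wells; values of inactives mirror those of a sister screen read the other way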
dFosB act: enhances mouse delta FosB homodimer DNA binding; AID 493131; activation, % at 25 µM; 340,000 compounds, 0.99% hits; P13346; purified delta FosB, TAMRA-CDK5 oligo fluorescence polarization; percent of positive-control signal above neutral wells;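 active means mean activation above about 17%, with every replicate also reaching it, limit read from the data, passing the limit was not always enough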;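 further: fluorescence polarization rise as delta FosB binds a TAMRA Cdk5 AP-1 oligo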
Target sequence (P13346 whole entry, looked up): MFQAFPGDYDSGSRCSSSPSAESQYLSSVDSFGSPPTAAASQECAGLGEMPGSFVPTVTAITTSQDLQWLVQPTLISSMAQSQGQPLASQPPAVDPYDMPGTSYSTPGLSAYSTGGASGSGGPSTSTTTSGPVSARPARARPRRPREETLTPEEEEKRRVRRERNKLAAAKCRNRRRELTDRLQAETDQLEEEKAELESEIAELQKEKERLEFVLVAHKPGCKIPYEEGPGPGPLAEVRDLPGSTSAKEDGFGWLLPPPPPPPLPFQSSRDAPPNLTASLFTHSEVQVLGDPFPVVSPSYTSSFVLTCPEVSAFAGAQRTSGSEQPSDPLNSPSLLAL
NSD2 HMT inh: blocks human histone methyltransferase NSD2; AID 743445; inhibition, % at 12.5 µM; 310,000 compounds, 0.54% hits; NSD2 peptide methylation, AlphaScreen, 120 min; O96028; in the data active means inhibition above about 50%
HTR5A ag: activates human HTR5A in OPRM1-OPRD1 agonist counter-screen. HTR5A agonist assay, luminescence, cell-based. activation, % at 9.3 µM. 340,000 compounds, 0.61% hits; in the data active means activation mostly above about 9.5%, no sharp cut-off; inactive means mostly below about 7.6%;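 further: 0% = cells with vehicle only and 100% = reference agonist; strong numbers were not always called active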
* = called active by the depositor; . = no result given.

No. | mol | MITF act | CDK5 inh | Wnt bcat act | HTR5A inv ctr | V-ATPase pH | PvdQ inh | SR-BI HDL uptake | dFosB act | NSD2 HMT inh | HTR5A ag
1 | COc1ccc(/C=C2\SC(=S)N(NS(=O)(=O)c3ccc(C)cc3)C2=O)c(OC)c1 | -2 | 0.6 | 0 | 11 | 2 | -1 | . | -5 | 45 | -3
2 | Cc1ccc(-c2csc3ncnc(Nc4ccc(C(=O)O)cc4)c23)cc1 | -7 | 4.4 | -2 | -13 | 0 | 11 | . | -16 | 1 | 2
3 | CCOC(=O)c1c(CN2CCCCC2)n(C)c2cc(Br)c(O)c(CN(C)C)c12 | 6 | 0.1 | . | 3 | 0 | -18 | . | 2 | . | -1
4 | CCOC(=O)C1CCN(C(=O)NC23CC4CC(CC(C4)C2)C3)CC1 | 2 | -0.7 | 0 | -11 | -3 | -14 | . | 4 | . | 4
5 | CCc1cc(-c2n[nH]c(=S)n2C(C)c2ccccc2)cs1 (stereo not drawn) | -5 | 2.1 | . | -10 | 1 | -11 | -27 | -17 | 7 | 0
6 | S=c1[nH]c2ccccc2o1 | -5 | 2.9 | 0 | 11 | 3 | 3 | 7 | -3 | 3 | -4
7 | Cn1c(Cl)c(/C=N/OC(=O)c2ccccc2Cl)c2ccccc21 | 13 | 0.5 | 0 | -11 | -1 | 2 | 35 | -5 | 0 | 4
8 | C[C@H](Nc1ccc(C(F)(F)F)cc1[N+](=O)[O-])C(=O)O | -4 | 1.1 | -1 | 7 | 3 | -12 | 3 | 5 | 1 | -2
9 | CCOC(=O)CN(C(=O)Cn1nnc(-c2ccc(C)cc2)n1)C(CC)C(=O)NC1CCCC1 (stereo not drawn) | -3 | -2.7 | -8 | 4 | 1 | -9 | 36 | -6 | -1 | -4
10 | COc1ccc(OC)c(NC(=O)C2CCCN(S(=O)(=O)c3cccc4cccnc34)C2)c1 (stereo not drawn) | 5 | 0.2 | -4 | -1 | 1 | 1 | 9 | -7 | . | 0
11 | COc1ccc(C)cc1NC(=O)Nc1cccc(C)c1 | 9 | -0.5 | -2 | 13 | 0 | -10 | 52 | 0 | 1 | -5
12 | COCCCNc1cc(C)nc2ccccc12 | -1 | 1.0 | 1 | -45 | 0 | -10 | -28 | 1 | 3 | -7
13 | Cc1cc(Cl)c(S(=O)(=O)Nc2ccc3c(c2)OCCO3)cc1OCC(N)=O | -15 | -1.0 | . | 1 | 1 | 3 | -26 | -2 | 2 | 2
14 | CC(C)(C)C(=O)O/N=C1/C(=O)N(c2ccccc2)c2ccccc21 | 1 | 1.0 | . | 5 | 3 | -19 | -6 | -5 | -2 | -2
15 | COc1ccc(CN2C(=O)CS(=O)CC2=O)cc1OC | -4 | -0.9 | . | 3 | -1 | -6 | -2 | -4 | 0 | 0
16 | CCOc1cc(N2C(=O)CC3CS(=O)(=O)CC32)c(OCC)cc1NC(=O)c1ccccc1 (stereo not drawn) | 2 | -1.5 | . | -18 | 1 | 9 | 10 | -4 | 0 | -5
17 | CCCCn1c(N)c(N(CCOC)C(=O)COC(=O)CCOc2ccccc2)c(=O)[nH]c1=O | -17 | -0.8 | 2 | -4 | -2 | -7 | -24 | -10 | 1 | 4
18 | CCOc1cc(/C=N/NC(=O)C(N)=O)cc(Br)c1O | 0 | -1.8 | -5 | 4 | 1 | 4 | 31 | 9 | 0 | -1
19 | Cc1ccc(OCCC(=O)OCC(=O)C(C)(C)C)cc1 | 3 | 0.7 | . | -3 | 0 | -11 | 0 | 4 | -3 | -6
20 | CS(=O)(=O)N1CCN(c2ccc(NC(=O)c3ccc(-c4ccc(Cl)cc4)o3)cc2)CC1 | 6 | -0.4 | . | -39 | -1 | 11 | 33 | -15 | 2 | 12*
21 | COc1ccc(CN2CCNC(=O)C2CC(=O)NCCC2=CCCCC2)cc1OC (stereo not drawn) | 6 | 0.7 | 2 | 4 | -2 | -13 | -4 | 0 | . | -1
22 | Cc1ccc(C)c(NC(=O)CCN2CCOCC2)c1 | . | -4.0 | -2 | -20 | -1 | -15 | -2 | -4 | -4 | 2
23 | Cc1ccc(C(=O)Nc2nnc(C)s2)cc1 | 56 | -0.6 | 20 | . | 2 | -8 | -30 | -4 | 4 | .
24 | Cc1cccc(N2CN=C3SCC(=O)N3C2)c1 | . | 0.5 | 10 | 12 | 4 | -7 | 21 | -9 | -2 | -1
25 | CC(NC(=O)CN1C(=O)NC2(CCCC2)C1=O)c1ccc(Cl)cc1Cl (stereo not drawn) | 2 | 1.6 | 0 | -3 | 2 | 3 | -7 | 4 | -1 | 1
26 | O=C(O)CCCNC(=O)c1nn(Cc2ccccc2)c(=O)c2ccccc12 | -6 | -0.1 | 2 | -33 | 2 | -16 | -5 | -1 | 4 | 1
27 | O=C(COc1ccc(F)cc1)Nc1cc(S(=O)(=O)N2CCCCC2)ccc1N1CCCCC1 | -4 | -0.1 | -9 | 0 | 3 | 11 | 22 | -16 | 7 | 0
28 | COc1ccccc1C(=O)n1nc(-c2ccco2)nc1N | 2 | -2.4 | . | -8 | 0 | -14 | -10 | -12 | -1 | 3
29 | COc1ccc(C(=O)Nc2cc(C)nn2-c2ccc(F)cc2)cc1 | -33 | -2.5 | -2 | -20 | 11* | -12 | . | -6 | 1 | 7
30 | OCC1(Cc2ccccc2C(F)(F)F)CCN(Cc2ccccc2)CC1 | -6 | -1.8 | -1 | -13 | 2 | -18 | 0 | -5 | 4 | 5

The list goes on, overlapping the part above by four compounds.
No. | mol | MITF act | CDK5 inh | Wnt bcat act | HTR5A inv ctr | V-ATPase pH | PvdQ inh | SR-BI HDL uptake | dFosB act | NSD2 HMT inh | HTR5A ag
27 | O=C(COc1ccc(F)cc1)Nc1cc(S(=O)(=O)N2CCCCC2)ccc1N1CCCCC1 | -4 | -0.1 | -9 | 0 | 3 | 11 | 22 | -16 | 7 | 0
28 | COc1ccccc1C(=O)n1nc(-c2ccco2)nc1N | 2 | -2.4 | . | -8 | 0 | -14 | -10 | -12 | -1 | 3
29 | COc1ccc(C(=O)Nc2cc(C)nn2-c2ccc(F)cc2)cc1 | -33 | -2.5 | -2 | -20 | 11* | -12 | . | -6 | 1 | 7
30 | OCC1(Cc2ccccc2C(F)(F)F)CCN(Cc2ccccc2)CC1 | -6 | -1.8 | -1 | -13 | 2 | -18 | 0 | -5 | 4 | 5
31 | Cc1cccc(CSc2ncnc3c2cnn3Cc2ccccc2)c1 | . | -0.9 | -1 | -23 | 6 | -7 | 6 | 0 | 25 | -1
32 | C=CCN(CC=C)C(=S)NC(=O)c1ccc(OC)cc1 | -5 | -1.1 | 0 | -6 | -2 | 6 | 19 | 1 | 0 | 4
33 | CN1CCN(C(=O)c2ccc3c(c2)N(Cc2cccc(Cl)c2)C(=O)c2ccccc2S3(=O)=O)CC1 | -8 | 0.6 | 0 | 8 | -1 | -6 | 5 | -11 | 10 | 0
34 | NS(=O)(=O)c1ccc(NC(=S)NCc2cccs2)cc1 | 6 | 1.1 | -2 | -3 | 2 | 15 | 10 | -1 | 4 | 1
35 | CCc1cccc(NC(=O)C2CCN(S(=O)(=O)c3ccc4c(c3)NC(=O)CO4)CC2)c1 | 8 | 0.7 | -3 | 5 | 2 | 2 | 9 | -10 | -2 | 0
36 | O=C(Nc1ccccc1)c1ccc(Cn2cc(C(F)(F)F)ccc2=O)cc1 | . | -0.3 | . | -3 | 1 | -2 | . | -2 | 1 | 1
37 | CCCn1c(N)c(N2CCCCC2)c(=O)n(CC(=O)Nc2ccccc2)c1=O | 5 | -1.5 | . | 9 | -7 | -7 | -8 | 2 | 5 | -4
38 | Cc1cccc(C(=O)OCC(=O)NC(C)C2CC3CCC2C3)c1O (stereo not drawn) | 8 | 0.2 | 1 | 6 | -2 | -1 | -1 | 0 | -2 | -2
39 | COc1ccc(NC(=O)CCN2C(=O)c3ccccc3C2=O)cc1 | . | 0.5 | -2 | 10 | -1 | -6 | -6 | 13 | -1 | -3
40 | CCC1(C)Nc2ccccc2C(=O)N1O (stereo not drawn) | 6 | 0.1 | . | 11 | 16 | -2 | -20 | 1 | 2 | 2
41 | Cc1ccc(C)c(S(=O)(=O)N2CCN(C(=O)c3cc(S(=O)(=O)NCc4ccccc4)ccc3C)CC2)c1 | -10 | 1.1 | -5 | -7 | 2 | 3 | 7 | -7 | 2 | 2
42 | O=C(Cn1cc(/C=N/NC(=O)c2ccccc2Br)c2ccccc21)Nc1ccc(F)cc1 | -7 | 1.0 | -4 | 4 | -3 | -3 | -6 | -1 | -3 | 7
43 | CC(C)=CCc1c(O)c(CC=C(C)C)c2c(c1O)C(=O)CC(c1ccc(O)cc1)O2 (stereo not drawn) | 8 | 1.7 | -1 | 4 | 0 | -10 | 32 | 5 | . | -2
44 | CN1CCC(=NNC(=O)C(=O)Nc2ccccc2)CC1 | 25 | 0.6 | 5 | 3 | -2 | -4 | -1 | 1 | -2 | -1
45 | COc1ccc(C(=O)NCCc2nnc3ccc(SCC(=O)N4CCOCC4)nn23)cc1 | -6 | 1.1 | 3 | 25 | -2 | -12 | -10 | -6 | -1 | -1
46 | CCN1CCN(Cc2ccc(NC(=O)Nc3ccc(OC)cc3)cc2)CC1 | 31 | -0.5 | 0 | -5 | -1 | -10 | -16 | 3 | . | 2
47 | Cc1ccc(CNC(=O)C(Cc2ccccc2)NS(=O)(=O)c2cccs2)cc1 (stereo not drawn) | -9 | -1.4 | -2 | 11 | -3 | -7 | 11 | -3 | . | 2
48 | COc1cc(C(=O)NCC(c2ccco2)N2CCCC2)ccc1OCc1ccccc1 (stereo not drawn) | 29 | 1.7 | -5 | 15 | 1 | -5 | 62 | -9 | 2 | 3
49 | O=C(/C=C/c1ccc(Cl)cc1Cl)N(Cc1ccccc1)C1CCS(=O)(=O)C1 (stereo not drawn) | -6 | -0.5 | . | -5 | -1 | 21 | 10 | -4 | -3 | 4
50 | CCC1CCCCN1C(=S)NC(=O)c1ccc(F)c(S(=O)(=O)N2CCOCC2)c1 (stereo not drawn) | -5 | -1.5 | 0 | -17 | -1 | -5 | 4 | -14 | 3 | 3
51 | Cc1ccnn1CCSCC(=O)O | -5 | 0.9 | 3 | 16 | 1 | -7 | -19 | 3 | -2 | 2
52 | C=CCN=C1NN=C(c2cc(C)n(CCOC)c2C)CS1 | -19 | -3.6 | -9 | -21 | 2 | -1 | -19 | -3 | 9 | 8
53 | CCn1c(CCNC(=O)c2ccco2)nc2ccccc21 | -4 | -1.6 | 1 | -19 | 0 | 0 | . | 4 | -2 | 0
54 | Cc1ccc(S(=O)(=O)N2[C@@H](c3ccccc3)C(C(=O)O)=CC[C@H]2c2cccs2)cc1 | -10 | -2.5 | -3 | 8 | 4 | -3 | -4 | -3 | . | 7
55 | CC(=O)Oc1ccc(C(=O)O)cc1OC(C)=O | -12 | -3.9 | -2 | -5 | -7 | -2 | -13 | 3 | -2 | -1
56 | COc1cc2c(cc1OC)CN(C(=S)Nc1ccccc1)CC2 | 4 | -0.1 | . | 3 | 0 | -8 | 25 | -7 | -1 | 4
57 | Cc1ccc(-n2nc(C)c3c(C)cc(=O)[nH]c32)cc1 | -7 | 2.8 | -3 | 4 | 1 | 6 | -11 | -9 | 0 | 1
58 | CCN(CC(=O)Nc1ccccc1C(F)(F)F)C(=O)c1cccc(N2C(=O)CCC2=O)c1 | 3 | 1.0 | 0 | 13 | -2 | 6 | -23 | 0 | -2 | -4

Single records (already shown). Order of values: MITF act | CDK5 inh | Wnt bcat act | HTR5A inv ctr | V-ATPase pH | PvdQ inh | SR-BI HDL uptake | dFosB act | NSD2 HMT inh | HTR5A ag
Cc1ccc(-n2nc(C)c3c(C)cc(=O)[nH]c32)cc1 as listed: -7 | 2.8 | -3 | 4 | 1 | 6 | -11 | -9 | 0 | 1
Cc1ccnn1CCSCC(=O)O as listed: -5 | 0.9 | 3 | 16 | 1 | -7 | -19 | 3 | -2 | 2

Source: PubChem BioAssay
